MEX-5 binding: MEX-5 zinc finger RNA-binding disruptors – biochemical, C. elegans, fluorescence polarization, MLPCN library, primary screen | Zinc finger protein mex-5 (Caenorhabditis elegans), Q9XUB2 | MEX-5/FITC-TCR2 RNA binding; stronger effect = lower value | activity score (negative = inhibition of binding), % at 10 µM | 0.38% of 300,000 active | AID 1832, 2009;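 active = inhibition past about -25% in most replicates, and total fluorescence under double the plate's negative control median, limit read from the data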;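 also: 0% = DMSO and -100% = 5 µM competing unlabeled TCR2 RNA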
CIT2-GFP yeast: modulators of CIT2-GFP expression in yeast, primary screen, S. cerevisiae, GFP fusion, multiplex flow cytometry, MLPCN library; S. cerevisiae CIT2-GFP strain, 3 h; 100 means same as DMSO wells; GFP response vs DMSO, % at 10 µM; 0.065% of 320,000 active;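 active = GFP response relative to DMSO above a set limit, near the screen mean plus 3 SD, cut at about 150% in these data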;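 also: ratio of well median GFP fluorescence to mean of DMSO wells on the plate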
BCLXL inh: inhibitors of human Bcl-xL, primary screen, biochemical, fluorescence polarization, HTS; Bcl-2-like protein 1 (Homo sapiens), Q07817; inhibition, % at 10.9 µM; GST-Bcl-xL / FITC-Bim BH3 peptide fluorescence polarization; AID 2129, 2009; 0.7% of 320,000 active;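 active = inhibition above the mean of all tested compounds plus 3 SD, cutoff set per campaign, cut at about 30% in these data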;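 also: 0% = DMSO wells and 100% = unlabeled Bim-BH3 peptide competitor; inhibitors lower millipolarization by displacing the labeled peptide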
GLD-1 TGE inh: GLD-1/TGE RNA complex disruptors, primary screen, biochemical, fluorescence polarization; Female germline-specific tumor suppressor gld-1 (Caenorhabditis elegans), Q17339; 0.44% of 320,000 active; inhibition, % at 5.96 µM; purified GLD-1 + fluorescein TGE RNA;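 active = percent inhibition above a per-plate cutoff, the plate mean of test compounds plus 3 SD, cut at about 30% in these data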;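 also: 0% = DMSO wells with GLD-1 and probe and 100% = wells lacking GLD-1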
GRK2 inh: compounds blocking aptamer binding on GRK2 – biochemical, human GRK2, bead flow cytometry, HTS, primary screen; 0.59% of 330,000 active; FAM-aptamer displacement from GRK2; inhibition of aptamer binding, % at 10 µM; Beta-adrenergic receptor kinase 1 (Homo sapiens), P25098;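 active = inhibition of aptamer binding above 40%, roughly 3 SD of noise, on plates passing a quality check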;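 also: median bead fluorescence of bound FAM aptamer so fluorescent compounds give negative values; no value below 0 was filed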
Target sequence (P25098 whole entry, looked up): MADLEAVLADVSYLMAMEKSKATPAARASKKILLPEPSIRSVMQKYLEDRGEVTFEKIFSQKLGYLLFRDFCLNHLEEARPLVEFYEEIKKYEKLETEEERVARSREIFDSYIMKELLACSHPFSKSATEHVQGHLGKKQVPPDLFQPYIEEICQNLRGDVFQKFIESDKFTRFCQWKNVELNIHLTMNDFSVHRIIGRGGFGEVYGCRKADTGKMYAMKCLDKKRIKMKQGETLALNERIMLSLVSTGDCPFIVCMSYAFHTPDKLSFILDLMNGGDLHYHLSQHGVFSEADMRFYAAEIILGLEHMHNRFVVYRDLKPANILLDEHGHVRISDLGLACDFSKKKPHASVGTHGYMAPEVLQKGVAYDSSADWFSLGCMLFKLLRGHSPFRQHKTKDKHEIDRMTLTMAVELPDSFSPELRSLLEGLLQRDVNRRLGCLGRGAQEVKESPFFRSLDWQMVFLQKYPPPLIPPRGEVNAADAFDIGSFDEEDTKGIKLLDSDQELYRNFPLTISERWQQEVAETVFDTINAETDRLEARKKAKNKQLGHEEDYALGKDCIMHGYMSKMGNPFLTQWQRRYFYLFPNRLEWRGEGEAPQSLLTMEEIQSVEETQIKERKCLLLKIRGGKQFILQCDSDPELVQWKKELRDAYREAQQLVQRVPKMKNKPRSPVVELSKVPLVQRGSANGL
VLA-4 inh: inhibition in human VLA-4 binding assay, primary screen, VLA-4 allosteric modulator project, MLPCN library, flow cytometry, VLA-4 expressing cells; Integrin alpha-4 (Homo sapiens), P13612; inhibition, % (about 7 µM as worked out from the volumes in the protocol); ligand binding flow cytometry; 0.2% of 330,000 active; in the data active = inhibition above about 50%
CR mimetic SO: reduction of superoxide in aged yeast, primary screen, HTS; S. cerevisiae aged cells, superoxide DHE fluorescence; stronger effect = lower value; superoxide response (% of plate mean), % at 10 µM; 0.18% of 330,000 active;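 active = superoxide response under a set limit, about three screen SD below normal, cut at about 65% in these data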;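 also: yeast aged for seven days with compound at 30 °C before DHE staining; 100% = average MFI of all compound-treated wells on the plate with controls excluded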
AGP1 TOR yeast: modulators of AGP1-GFP expression in yeast TOR pathway, primary screen, cell-based, multiplex flow cytometry, S. cerevisiae, MLPCN library | 0.02% of 320,000 active | 3 h; GFP as percent of DMSO wells | GFP response vs DMSO, % at 10 µM | AID 2066, 2009;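 active = GFP response relative to DMSO above a set limit, near screen average plus 3 SD, cut at about 150% in these data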;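 also: median GFP channel fluorescence of the gated AGP1 strain per well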
MCL1-BIM inh: inhibitors of MCL1 binding to BIM-BH3, primary screen, biochemical, fluorescence polarization; inhibition, % at 10.9 µM; GST-MCL1 / FITC-Bim-BH3 fluorescence polarization; 0.68% of 320,000 active;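 active = inhibition above the mean inhibition of all tested compounds plus 3 SD, set per campaign, cut at about 40% in these data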;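 also: 0% = DMSO wells and 100% = unlabeled Bim-BH3 peptide control; higher means more loss of mP so more displacement of Bim peptide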
Target sequence (Q07820 whole entry, looked up): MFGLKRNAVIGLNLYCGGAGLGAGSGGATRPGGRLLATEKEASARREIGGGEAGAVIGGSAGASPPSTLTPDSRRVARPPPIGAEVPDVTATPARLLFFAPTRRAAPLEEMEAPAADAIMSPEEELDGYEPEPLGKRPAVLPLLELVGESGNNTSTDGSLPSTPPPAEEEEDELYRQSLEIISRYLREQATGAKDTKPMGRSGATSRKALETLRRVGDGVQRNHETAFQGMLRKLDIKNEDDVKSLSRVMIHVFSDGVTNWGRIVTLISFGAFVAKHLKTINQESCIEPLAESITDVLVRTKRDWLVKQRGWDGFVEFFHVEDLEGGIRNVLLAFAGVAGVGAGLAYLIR
The depositor's hits bear a star; / = no result given. No enrichment for hits; overall some 2.1% were active at least once.

SMILES | MEX-5 binding | CIT2-GFP yeast | BCLXL inh | GLD-1 TGE inh | GRK2 inh | VLA-4 inh | CR mimetic SO | AGP1 TOR yeast | MCL1-BIM inh
O=C(CN(C(=O)c1csnn1)c1ccccc1C(F)(F)F)NC1CCCCC1 | -2.5 | 103 | 11 | 5 | 0 | 9 | 88 | 108 | 12
Cn1cccc1C(=O)OCC(=O)NCCc1ccccc1 | / | 97 | / | 2 | 2 | -6 | 83 | 101 | /
COc1ccc(CNC(=O)CCCCCNc2nc(=S)[nH]c3ccccc23)cc1 | 1.8 | 127 | 4 | 3 | 1 | -1 | 82 | 115 | 4
COc1ccc2c(c1)C(=O)[C@@H](O)[C@H](c1ccc(OC)c(Br)c1)O2 | -1.1 | 98 | 7 | 4 | 2 | 22 | 94 | 89 | 4
Cc1c(C)n2c(SCC(=O)N3CCC(C)CC3)nnc2[nH]c1=O | 2.2 | 67 | 1 | 3 | 2 | 0 | 110 | 98 | -1
CCN(CC)S(=O)(=O)c1ccc(/C=C/C(=O)Nc2c(C)n(C)n(-c3ccccc3)c2=O)cc1 | -1.4 | 107 | 6 | 2 | 2 | 4 | 109 | 96 | 0
c1ccn2cc(CSC3=NCCS3)nc2c1 | 2.5 | 104 | 9 | -2 | 0 | 7 | 108 | 105 | 7
CCOC(=O)c1cnn(-c2cc(C)c3ccccc3n2)c1N | -1.6 | 97 | 8 | 6 | 0 | -10 | 110 | 104 | 8
O=S(=O)(c1ccc(F)cc1)N1CCN(c2nc(-c3cccnc3)nc3ccccc23)CC1 | / | 96 | 0 | 0 | 0 | -16 | 85 | 95 | -10
CCC(=O)N1CCc2cc(S(=O)(=O)CCC(=O)Nc3cccc(F)c3)ccc21 | 0.3 | 108 | 2 | 5 | 1 | -14 | 111 | 101 | 4
COC(=O)CCS(=O)(=O)c1nc(-c2ccccc2)cc(C(F)(F)F)n1 | 2.8 | 102 | 2 | 2 | 0 | 28 | 124 | 149 | 4
Cc1sc2ncnc(NCC3CCCO3)c2c1C (stereo not given) | 0.3 | 95 | -1 | 5 | 3 | 9 | 94 | 93 | -3
CC12CC(c3ccccc3O1)N(C(=O)c1ccco1)C(=O)N2c1ccccc1 (stereo not given) | 0.3 | 97 | 0 | 0 | 2 | 17 | 108 | 110 | -1
Cc1cc(N2C(=O)[C@@H]3[C@H](C2=O)[C@@H]2C[C@H]3C(Br)C2Br)no1 (stereo not given in full) | 2.2 | 98 | 4 | 0 | 3 | 16 | 100 | 103 | 5
COc1ccccc1-n1nnnc1SCC(=O)NC(=O)Cc1ccccc1 | / | 93 | 0 | -2 | 3 | 6 | 89 | 94 | 4
CCOC(=O)CSc1nnc(-c2cccnc2)n1Cc1ccccc1 | -0.7 | 92 | -7 | 9 | 0 | 5 | 100 | 101 | -10
NC(=O)C1(N2CCCCC2)CCN(C(=S)NC2CCCC2)CC1 | -0.3 | 105 | -6 | -16 | 1 | 6 | 95 | 107 | 4
O=C(c1ccc(-c2ccc(Cl)cc2Cl)o1)N1CCOCC1 | 0.0 | 86 | 0 | -5 | 2 | -10 | 108 | 93 | -4
CCOC(=O)N1CCC(NC(=O)c2cccc3c2C(=O)N(c2ccc(OC)cc2)C3)CC1 | 0.2 | 90 | 2 | -2 | 3 | -8 | 101 | 98 | 17
COc1cccc(CNc2nc(C(F)(F)F)nc3ccccc23)c1 | 0.9 | 108 | 3 | 4 | 1 | 9 | 103 | 102 | 3
CCCN1CNC(=S)N(c2cccc(C)c2)C1 | / | 92 | 0 | 2 | 1 | -4 | 102 | 103 | 8
COC(=O)Cn1c(=O)c2c(nc(Br)n2CC(=O)OC)n(C)c1=O | 1.9 | 93 | 2 | 3 | 2 | -9 | 99 | 88 | 4
CC1CCCC(NC(=O)COC(=O)c2ccc([N+](=O)[O-])o2)C1C (stereo not given) | / | 97 | / | -1 | 0 | -8 | 128 | 100 | /
CC(=O)c1c(C)[nH]c(C(=O)NNC(=O)c2ccc(C)cc2)c1C | / | 99 | / | -2 | 0 | 6 | 119 | 99 | /
COc1ccc(C2=NN(C(=O)CCC(=O)O)C(c3ccc(Br)cc3)C2)cc1 (stereo not given) | -1.4 | 96 | 3 | 5 | 3 | 12 | 103 | 98 | -6
(next part)
SMILES | MEX-5 binding | CIT2-GFP yeast | BCLXL inh | GLD-1 TGE inh | GRK2 inh | VLA-4 inh | CR mimetic SO | AGP1 TOR yeast | MCL1-BIM inh
Cc1ccc(C(=O)NNC(=O)CSc2nnc(C(C)C)n2C)cc1 | -2.9 | 102 | 1 | -7 | 2 | 6 | 101 | 101 | 1
CNC(=S)N1N=C(c2ccc(C)cc2)CC1c1ccc(Cl)cc1 (stereo not given) | 0.7 | 99 | 8 | 5 | 1 | 30 | 111 | 106 | 8
O=C(/C=C/c1ccc2c(c1)OCO2)NCCSCc1cccc(Cl)c1 | 1.3 | 106 | -3 | 6 | 2 | 10 | 96 | 106 | -3
N#C/C(=C\c1ccc(N2CCCCC2)o1)C(=O)Nc1cccc(Br)c1 | -1.1 | 109 | 20 | -164 | 15 | -249 | 86 | 98 | -87
COC(=O)c1ccc(Cl)c(NC(=O)CN2CCC(C)CC2)c1 | / | / | 6 | 5 | 2 | 5 | 102 | 104 | 7
COc1ccc(/C=N/NC(=O)CNC(=O)c2ccc(S(=O)(=O)N3CCOCC3)cc2)c(OC)c1 | 3.3 | 123 | 4 | 1 | 0 | -8 | 90 | 116 | -6
CC1CCCCC1NC(=O)NC(=O)COC(=O)C1=NN(c2ccccc2)C(=O)CC1 (stereo not given) | / | 108 | 0 | -5 | 0 | 7 | 92 | 100 | -4
Cc1ccc(Oc2ccc(N)cc2)cc1 | -2.8 | 84 | 1 | -2 | 0 | -4 | 94 | 96 | 3
COc1ccc(NC(=O)CN(C)C(=O)CNC(=O)c2ccc3c(c2)OCO3)cc1 | -0.8 | 88 | 3 | 1 | 1 | 12 | 98 | 104 | 3
O=C(NN1CC(=O)N(c2cc(Cl)cc(Cl)c2)CC1=O)c1sccc1Cl | 1.1 | 94 | 0 | -1 | 0 | -3 | 91 | 103 | -4
O=C(CS(=O)CC(=O)Nc1cnc2ccccc2c1)Nc1ccc(Cl)cc1 (stereo not given) | 0.3 | 103 | 7 | 1 | 0 | -3 | 103 | 104 | 3
COc1ccc(NC(=O)c2ccccn2)cc1S(=O)(=O)N1CCOCC1 | -0.7 | 93 | -2 | 12 | 0 | 1 | 106 | 97 | -4
O=C1C2C3C=CC(C3)C2C(=O)N1Nc1ccccc1 (stereo not given) | 0.5 | 95 | 0 | 2 | 2 | -4 | 101 | 103 | -2
O=C(N/C(=C/c1ccc(Br)cc1)C(=O)N1CCOCC1)c1ccco1 | -3.5 | 110 | 3 | 5 | 0 | 16 | 98 | 99 | 4
CCOC(=O)c1cc2n(n1)C(C(F)(F)F)CC(C)N2 (stereo not given) | -2.4 | 95 | 0 | 4 | 0 | 2 | 98 | 100 | 2
CCC(=O)NC(=S)Nc1ccc(S(=O)(=O)NC(C)=O)cc1 | 1.2 | 96 | 5 | 2 | 0 | 14 | 102 | 101 | 0
O=C1NCCCCC1NS(=O)(=O)c1ccc(F)c(F)c1 (stereo not given) | 0.6 | 97 | 7 | -3 | 0 | 6 | 97 | 107 | -2
O=C(COC(=O)c1n[nH]c2ccccc12)NCCc1ccccc1 | / | 102 | / | -2 | 2 | -3 | 104 | 100 | /
CC(C)NC(=O)CSc1nc(Cc2ccccc2)nc2ccccc12 | 3.0 | 111 | 6 | -3 | 0 | 14 | 94 | 108 | 4
Cc1c(C(=O)NCc2ccccn2)oc2ccc(S(=O)(=O)N3CCC4(CC3)OCCO4)cc12 | 0.9 | 97 | 3 | -5 | 1 | 15 | 92 | 95 | 1
COc1ccc(F)cc1CN1CCN(CC(=O)N2CCc3ccccc32)CC1 | 1.6 | 88 | -2 | -3 | 0 | 2 | 102 | 91 | -9
COc1ccccc1NC(=S)NNC(=O)c1ccc(Cl)cc1Cl | -3.7 | 100 | 11 | 2 | 2 | -1 | 96 | 97 | 13
CN(CC(=O)Nc1ccc(Cl)c(S(=O)(=O)N2CCOCC2)c1)C(=O)c1cccs1 | / | 93 | -5 | 1 | 0 | -9 | 94 | 92 | -18
COc1ccc(S(=O)(=O)N2CCOCC2)cc1NS(=O)(=O)/C=C/c1ccccc1 | 0.3 | 90 | -5 | -3 | 0 | 6 | 100 | 98 | -6
Cc1cccc(C(=O)NC(=S)NCc2ccccc2)c1 | 5.9 | 92 | 4 | 2 | 2 | -11 | 92 | 95 | 3

Look-ups from above:
In BCLXL inh, CC1CCCCC1NC(=O)NC(=O)COC(=O)C1=NN(c2ccccc2)C(=O)CC1 (stereo not given) has 0
In VLA-4 inh, COc1ccccc1NC(=S)NNC(=O)c1ccc(Cl)cc1Cl has -1
In GRK2 inh, CC(C)NC(=O)CSc1nc(Cc2ccccc2)nc2ccccc12 has 0

The list continues:
SMILES | MEX-5 binding | CIT2-GFP yeast | BCLXL inh | GLD-1 TGE inh | GRK2 inh | VLA-4 inh | CR mimetic SO | AGP1 TOR yeast | MCL1-BIM inh
COc1ccc(NC(=O)CNC(=O)Cn2cnc3sc(C)c(C)c3c2=O)cc1OC | -1.4 | 101 | 1 | 1 | 2 | 11 | 79 | 99 | 2
CCCC(=O)NC(=S)Nc1ccc(Cl)cn1 | 0.3 | 97 | 6 | 2 | 0 | -6 | 90 | 92 | 5
Cn1c(C(=O)OCC(=O)NCC2CCCO2)cc2sccc21 (stereo not given) | 1.0 | 98 | -1 | 3 | 0 | 13 | 94 | 105 | 2
CCOc1ccc(NC(=O)CSc2nncc(=O)[nH]2)cc1 | -1.8 | 105 | 1 | 12 | 4 | 8 | 114 | 102 | 8
Cc1ccc(S(=O)(=O)NC(=S)c2ccccc2)cc1 | -0.6 | 103 | 2 | 2 | 2 | -6 | 93 | 105 | 4
O=C(CSc1ccc2ccccc2c1)Nn1cnnc1 | 1.6 | 96 | 0 | 0 | 1 | 14 | 110 | 100 | 9
COC(=O)c1cccc(NC(=O)CSc2nnc(C)o2)c1 | 0.5 | 110 | -3 | -6 | 1 | 8 | 89 | 113 | 2
c1ccc(-c2noc(CSc3nc4ccccc4o3)n2)cc1 | 3.9 | 97 | -2 | 5 | 3 | 17 | 89 | 99 | 2
Cc1ccc(C)c(NC(=O)CN(C)C(=O)c2cccc(N3C(=O)CCC3=O)c2)c1 | 1.1 | 97 | -9 | 3 | 0 | 3 | 105 | 103 | -14
Cc1ccccc1CC(=O)Nc1ccc2c(c1)CCC2 | -0.3 | 103 | 4 | 5 | 2 | 18 | 131 | 108 | 7
Cc1cccc(S(=O)(=O)Nc2nc3ccccc3nc2OC(C)C)c1 | -0.5 | 94 | 1 | 7 | 58* | 9 | 98 | 96 | 0
CCOC(=O)c1ccc(N2C(=O)CC(SCC(=O)Nc3ccc(S(N)(=O)=O)cc3)C2=O)cc1 (stereo not given) | -0.2 | 103 | 1 | -2 | 1 | 8 | 90 | 97 | 18

Screening results from PubChem BioAssay.
